Assay outcomes deposited in PubChem BioAssay by several laboratories.
AGP1-GFP MLPCN – modulators of AGP1-GFP expression in yeast TOR pathway, primary screen, cell-based, multiplex flow cytometry, S. cerevisiae, MLPCN library. 3 h; GFP as percent of DMSO wells. GFP response vs DMSO, % at 10 µM. hit rate 0.02% among 320,000;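 active = GFP response relative to DMSO above a set limit, near screen average plus 3 SD, cut at about 150% in these data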;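 also: median GFP channel fluorescence of the gated AGP1 strain per well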
procasp3 activ – activators of human procaspase-3 D3A mutant, primary screen, biochemical, absorbance, PC-3 D3A mutant, single concentration; Caspase-3 (Homo sapiens), P42574; recombinant procaspase-3 D3A, Ac-DEVD-pNA absorbance 405 nm; activation, % at 8.5 µM; hit rate 0.11% among 330,000;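 active = activation above the mean of all tested compounds plus 3 SD, cut at about 21% in these data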;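 also: 0% = DMSO alone and 100% = DMSO wells spiked with extra 5 µM PC-3 D3A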
Target sequence (P42574 whole entry D9A/D28A/D175A): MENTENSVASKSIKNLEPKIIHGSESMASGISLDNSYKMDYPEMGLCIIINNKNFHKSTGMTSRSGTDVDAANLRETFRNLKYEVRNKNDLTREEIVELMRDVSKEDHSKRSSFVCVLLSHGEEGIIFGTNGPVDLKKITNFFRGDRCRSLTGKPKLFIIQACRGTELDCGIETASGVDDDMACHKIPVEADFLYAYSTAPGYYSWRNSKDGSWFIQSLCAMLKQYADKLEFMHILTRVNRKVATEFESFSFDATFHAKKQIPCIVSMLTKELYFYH
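Assay system – Procaspase-3 D3A mutant · Benchmarks – DMSO low control, extra-enzyme high control · Technique – 405 nm absorbance of p-nitroaniline, reads at 0 and 120 min · Doses – 8.5 µM nominal · Measure – % activation between DMSO and enzyme-spiked controls · Also added – Ac-DEVD-pNA chromogenic peptide substrate · Schedule – 1 h compound preincubation, 2 h substrate hydrolysis at 25 °C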
RPL19A-GFP yeast – RPL19A-GFP expression modulators in yeast, primary screen, cell-based, S. cerevisiae, multiplex flow cytometry, MLPCN. percent response vs DMSO, % at 10 µM. hit rate 0.3% among 330,000. AID 2025, 2009. S. cerevisiae RPL19A-GFP strain, 3 h; stronger effect = lower value;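 active = percent response vs DMSO below 50%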;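 also: median channel GFP fluorescence of the barcoded RPL19A-GFP strain; ratio of sample median GFP to plate DMSO average so 100% = DMSO; lower means less RPL19A-GFP as with rapamycin TOR inhibition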
AHR activator – AHR activators, primary screen, cell-based, luminescence, luciferase reporter, human. AHR-responsive luciferase reporter cells. activation, % at 5 µM. hit rate 2.5% among 320,000. AID 2796, 2010; in the data active = activation above about 47%;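 also: 0% = vehicle wells and 100% = reference agonist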
Target sequence (P35869 whole entry, looked up): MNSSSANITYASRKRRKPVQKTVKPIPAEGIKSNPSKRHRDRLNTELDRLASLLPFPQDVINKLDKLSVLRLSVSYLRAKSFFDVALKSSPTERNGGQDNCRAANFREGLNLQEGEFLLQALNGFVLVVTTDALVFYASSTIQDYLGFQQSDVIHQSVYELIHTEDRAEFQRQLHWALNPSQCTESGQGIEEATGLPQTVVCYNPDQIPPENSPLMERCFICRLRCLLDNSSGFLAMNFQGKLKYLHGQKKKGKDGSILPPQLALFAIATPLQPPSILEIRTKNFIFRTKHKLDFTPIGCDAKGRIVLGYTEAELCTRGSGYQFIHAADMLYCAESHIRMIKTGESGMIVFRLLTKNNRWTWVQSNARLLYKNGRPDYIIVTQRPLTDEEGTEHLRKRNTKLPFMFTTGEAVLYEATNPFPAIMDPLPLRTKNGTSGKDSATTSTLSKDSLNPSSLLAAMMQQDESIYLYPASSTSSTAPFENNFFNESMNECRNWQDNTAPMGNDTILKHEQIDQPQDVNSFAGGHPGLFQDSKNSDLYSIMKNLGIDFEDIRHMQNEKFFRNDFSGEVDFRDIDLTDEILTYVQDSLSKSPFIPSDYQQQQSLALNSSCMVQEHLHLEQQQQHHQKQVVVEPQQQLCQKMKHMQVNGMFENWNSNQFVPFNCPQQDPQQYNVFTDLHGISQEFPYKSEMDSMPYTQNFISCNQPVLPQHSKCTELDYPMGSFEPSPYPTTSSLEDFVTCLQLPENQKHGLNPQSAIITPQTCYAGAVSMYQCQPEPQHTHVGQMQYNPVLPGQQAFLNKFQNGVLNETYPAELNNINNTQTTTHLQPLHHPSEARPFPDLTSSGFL
CIT2 TOR yeast – modulators of CIT2-GFP expression in yeast, primary screen, S. cerevisiae, GFP fusion, multiplex flow cytometry, MLPCN library; GFP response vs DMSO, % at 10 µM; S. cerevisiae CIT2-GFP strain, 3 h; 100 means same as DMSO wells; hit rate 0.065% among 320,000;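 active = GFP response relative to DMSO above a set limit, near the screen mean plus 3 SD, cut at about 150% in these data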;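 also: ratio of well median GFP fluorescence to mean of DMSO wells on the plate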
MEP2-GFP yeast – modulators of MEP2-GFP levels in yeast, primary screen, S. cerevisiae, multiplex flow cytometry, MLPCN library; GFP response vs DMSO, % at 10 µM; hit rate 0.51% among 330,000; S. cerevisiae MEP2-GFP strain, 3 h; 100% = DMSO control level; AID 2016, 2009;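 active = GFP response versus DMSO above a set limit, roughly screen mean plus 3 SD, cut at about 180% in these data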;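 also: median GFP fluorescence of the barcode-gated MEP2-GFP cells per well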
proCasp7 act – procaspase-7 activators, primary screen, counter-screen for procaspase-3 activator project, biochemical, absorbance, HTS, human | Caspase-7 (Homo sapiens), P55210 | recombinant procaspase-7, Ac-DEVD-pNA absorbance 405 nm; D23A/D198A/D206A triple mutant, cannot self-cleave; scale: DMSO 0, 5 µM enzyme 100 | activation, % at 8.5 µM | hit rate 0.093% among 330,000;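 active = percent activation above the screen-wide mean plus 3 SD, cut at about 25% in these data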
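Assay system – Uncleavable procaspase-7 mutant enzyme · Quantity – 2 µM procaspase-7 mutant as dispensed · Times – 1 h preincubation, 2 h reaction · Dosing – single nominal 8.5 µM compound dose, 0.8% DMSO final · Buffer or medium – Zinc-free 50 mM HEPES buffer, pH 7.4, with NaCl and Triton X-100 · Detection – Epi-absorbance of released pNA at 405 nm, two timepoints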
LAP4-GFP MLPCN – modulators of LAP4-GFP expression in yeast, primary screen, S. cerevisiae, multiplex flow cytometry, MLPCN library | 3 h; median GFP as percent of DMSO wells | GFP response vs DMSO, % at 10 µM | hit rate 0.34% among 320,000;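 active = GFP response vs DMSO above a set limit, about the screen mean plus 3 SD, cut at about 150% in these data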
* = called active by the depositor.

Screening COC(=O)Cc1ccc(OCC(=O)Nc2ccc(OC(F)(F)F)cc2)cc1 returned AGP1-GFP MLPCN 94, procasp3 activ -1, RPL19A-GFP yeast 97, AHR activator 2, CIT2 TOR yeast 98, MEP2-GFP yeast 106, proCasp7 act 2 and LAP4-GFP MLPCN 101.
`Cc1cc(C(=O)N/N=C/c2cccn2C)n[nH]1` gave AGP1-GFP MLPCN 103, procasp3 activ 2, RPL19A-GFP yeast 108, AHR activator 37, CIT2 TOR yeast 108, MEP2-GFP yeast 105, proCasp7 act 13 and LAP4-GFP MLPCN 90.
`Cc1ccc(C(=O)N2CCCC(c3ccc(Cl)cc3)=N2)cc1` gave AGP1-GFP MLPCN 104, procasp3 activ -9, RPL19A-GFP yeast 99, AHR activator 21, CIT2 TOR yeast 106, MEP2-GFP yeast 100, proCasp7 act 4 and LAP4-GFP MLPCN 122.
Screening Cc1nnc(SCC(=O)Nc2nc(-c3ccc(F)cc3)cs2)[nH]c1=O returned AGP1-GFP MLPCN 101, procasp3 activ -3, RPL19A-GFP yeast 94, AHR activator 5, CIT2 TOR yeast 91, MEP2-GFP yeast 104, proCasp7 act 13 and LAP4-GFP MLPCN 99.
For C/C=C(\C)CN1CCC(n2nccc2NC(=O)CCOc2ccccc2)CC1 the results were AGP1-GFP MLPCN 108, procasp3 activ -4, RPL19A-GFP yeast 106, AHR activator 0, MEP2-GFP yeast 96, proCasp7 act -8 and LAP4-GFP MLPCN 94.
Cc1c(C(=O)Oc2cccc3cccnc23)cccc1[N+](=O)[O-] was read as AGP1-GFP MLPCN 83, procasp3 activ -3, RPL19A-GFP yeast 101, AHR activator 4, CIT2 TOR yeast 62, MEP2-GFP yeast 114, proCasp7 act -3 and LAP4-GFP MLPCN 124.
Screening COC(=O)CN1C(=O)[C@H]2[C@@H](c3ccc(C)o3)N3C(=O)CN(CC4CC4)C(=O)[C@@]3(C)[C@H]2C1=O returned AGP1-GFP MLPCN 103, procasp3 activ 2, RPL19A-GFP yeast 98, AHR activator -1, CIT2 TOR yeast 101, MEP2-GFP yeast 104, proCasp7 act 1 and LAP4-GFP MLPCN 95.
For CN(C(=O)c1ccc2c(c1)OCO2)C1CCS(=O)(=O)C1 (configuration not stated) the results were AGP1-GFP MLPCN 109, procasp3 activ 8, RPL19A-GFP yeast 103, AHR activator 0, CIT2 TOR yeast 103, MEP2-GFP yeast 106, proCasp7 act 9 and LAP4-GFP MLPCN 106.
For O=C(COc1ccccc1Cl)NNC(=O)c1ccc2c(=O)n3c(nc2c1)CCC3 the results were AGP1-GFP MLPCN 97, procasp3 activ 6, RPL19A-GFP yeast 94, AHR activator 2, CIT2 TOR yeast 92, MEP2-GFP yeast 96, proCasp7 act 11 and LAP4-GFP MLPCN 97.
Screening CCOc1cc(NC(=O)c2ccccn2)c(OCC)cc1NC(=O)c1ccc(C)cc1 returned AGP1-GFP MLPCN 100, procasp3 activ 1, RPL19A-GFP yeast 113, AHR activator 7, CIT2 TOR yeast 105, MEP2-GFP yeast 105, proCasp7 act 7 and LAP4-GFP MLPCN 94.

By substructure, the compounds so far with an NH in an aromatic ring (2)
`Cc1cc(C(=O)N/N=C/c2cccn2C)n[nH]1` gave AGP1-GFP MLPCN 103, procasp3 activ 2, RPL19A-GFP yeast 108, AHR activator 37, CIT2 TOR yeast 108, MEP2-GFP yeast 105, proCasp7 act 13 and LAP4-GFP MLPCN 90.
Screening Cc1nnc(SCC(=O)Nc2nc(-c3ccc(F)cc3)cs2)[nH]c1=O returned AGP1-GFP MLPCN 101, procasp3 activ -3, RPL19A-GFP yeast 94, AHR activator 5, CIT2 TOR yeast 91, MEP2-GFP yeast 104, proCasp7 act 13 and LAP4-GFP MLPCN 99.

Following part
For CNC(=O)/C(=C/c1ccc2c(c1)OCO2)NC(=O)c1ccc(Br)cc1 the results were AGP1-GFP MLPCN 95, procasp3 activ -13, RPL19A-GFP yeast 101, AHR activator 6, CIT2 TOR yeast 101, MEP2-GFP yeast 104, proCasp7 act -18 and LAP4-GFP MLPCN 95.
`COc1ccccc1N1CCN(C(=O)CCc2nnc3ccc(N4CCC(C)CC4)nn23)CC1` gave AGP1-GFP MLPCN 92, procasp3 activ 7, RPL19A-GFP yeast 93, AHR activator 0, CIT2 TOR yeast 99, MEP2-GFP yeast 102, proCasp7 act 11 and LAP4-GFP MLPCN 88.
Screening Cc1cc[n+](C(C)C(=O)c2ccc(Cl)cc2)cc1 (configuration not stated) returned AGP1-GFP MLPCN 96, procasp3 activ 1, RPL19A-GFP yeast 101, AHR activator -2, CIT2 TOR yeast 103, MEP2-GFP yeast 107, proCasp7 act -1 and LAP4-GFP MLPCN 96.
For CC1CCN(S(=O)(=O)c2ccc3ncn(CC(=O)N(C)Cc4ccccc4)c(=O)c3c2)CC1 the results were AGP1-GFP MLPCN 99, procasp3 activ -9, RPL19A-GFP yeast 100, AHR activator 5, CIT2 TOR yeast 99, MEP2-GFP yeast 97, proCasp7 act 16 and LAP4-GFP MLPCN 94.
For CCCOC(=O)c1ccc(NC(=O)c2ccccc2OC)cc1 the results were AGP1-GFP MLPCN 97, procasp3 activ 5, RPL19A-GFP yeast 102, AHR activator -4, CIT2 TOR yeast 104, MEP2-GFP yeast 102, proCasp7 act 5 and LAP4-GFP MLPCN 104.
`Cc1ccc(C(=O)NCCN2CCOCC2)c(Cl)c1` gave AGP1-GFP MLPCN 99, procasp3 activ 1, RPL19A-GFP yeast 98, AHR activator 1, CIT2 TOR yeast 104, MEP2-GFP yeast 109, proCasp7 act 3 and LAP4-GFP MLPCN 96.
CCOc1ccc(/C=N/NC(=O)c2cc(-c3ccccc3)nc3ccccc23)cc1O was read as AGP1-GFP MLPCN 95, procasp3 activ 1, RPL19A-GFP yeast 112, AHR activator 10, CIT2 TOR yeast 106, MEP2-GFP yeast 110, proCasp7 act 2 and LAP4-GFP MLPCN 72.
`CCN1C(=O)[C@H]2[C@@H](c3ccc(-c4ccc(OC)cc4)cc3)N[C@@](Cc3ccccc3)(C(=O)OC)[C@H]2C1=O` gave AGP1-GFP MLPCN 88, procasp3 activ 2, RPL19A-GFP yeast 101, AHR activator 4, CIT2 TOR yeast 96, MEP2-GFP yeast 95, proCasp7 act 3 and LAP4-GFP MLPCN 127.
For CN(CCN1CCOCC1)C(=O)CC1C(=O)NCCN1Cc1ccccc1C(F)(F)F (configuration not stated) the results were AGP1-GFP MLPCN 103, procasp3 activ 7, RPL19A-GFP yeast 101, AHR activator 1, CIT2 TOR yeast 102, MEP2-GFP yeast 101, proCasp7 act 2 and LAP4-GFP MLPCN 96.
Nc1nc(Nc2ccccc2)sc1C(=O)c1ccccc1 was read as AGP1-GFP MLPCN 91, procasp3 activ -3, RPL19A-GFP yeast 93, AHR activator 8, CIT2 TOR yeast 97, MEP2-GFP yeast 97, proCasp7 act -1 and LAP4-GFP MLPCN 138.

Pulled one by one from above:
Nc1nc(Nc2ccccc2)sc1C(=O)c1ccccc1 was read as AGP1-GFP MLPCN 91, procasp3 activ -3, RPL19A-GFP yeast 93, AHR activator 8, CIT2 TOR yeast 97, MEP2-GFP yeast 97, proCasp7 act -1 and LAP4-GFP MLPCN 138.
For CN(CCN1CCOCC1)C(=O)CC1C(=O)NCCN1Cc1ccccc1C(F)(F)F (configuration not stated) the results were AGP1-GFP MLPCN 103, procasp3 activ 7, RPL19A-GFP yeast 101, AHR activator 1, CIT2 TOR yeast 102, MEP2-GFP yeast 101, proCasp7 act 2 and LAP4-GFP MLPCN 96.

Further entries
Screening COc1ccc(CCNC(=O)Cc2ccc3c(c2)OCO3)cc1OC returned AGP1-GFP MLPCN 101, procasp3 activ -3, RPL19A-GFP yeast 102, AHR activator 0, CIT2 TOR yeast 99, MEP2-GFP yeast 134, proCasp7 act 5 and LAP4-GFP MLPCN 111.
Screening COc1ccc(CN(C)C(=O)c2ccc(NS(=O)(=O)c3ccc4[nH]c(=O)[nH]c4c3)cc2)c(OC)c1 returned AGP1-GFP MLPCN 102, procasp3 activ 5, RPL19A-GFP yeast 99, AHR activator -2, CIT2 TOR yeast 103, MEP2-GFP yeast 96, proCasp7 act 7 and LAP4-GFP MLPCN 95.
Screening O=S(=O)(ON(c1ccccc1)S(=O)(=O)c1ccccc1)c1ccccc1 returned AGP1-GFP MLPCN 99, procasp3 activ 1, RPL19A-GFP yeast 103, AHR activator 7, CIT2 TOR yeast 94, MEP2-GFP yeast 97, proCasp7 act 7 and LAP4-GFP MLPCN 91.
Cc1ccc(-c2ccc(CCC(=O)O)n2NC(=O)c2ccc([N+](=O)[O-])cc2)cc1 was read as AGP1-GFP MLPCN 99, procasp3 activ 0, RPL19A-GFP yeast 95, AHR activator 0, CIT2 TOR yeast 100, MEP2-GFP yeast 94, proCasp7 act 2 and LAP4-GFP MLPCN 94.
`O=[N+]([O-])c1cc(C(F)(F)F)ccc1NCCc1ccncc1` gave AGP1-GFP MLPCN 97, procasp3 activ 1, RPL19A-GFP yeast 103, AHR activator 45, CIT2 TOR yeast 103, MEP2-GFP yeast 109, proCasp7 act 1 and LAP4-GFP MLPCN 93.
`COc1ccc(C2C(C(C)=O)=C(O)C(=O)N2c2ccc(Br)cc2)cc1` (configuration not stated) gave AGP1-GFP MLPCN 106, procasp3 activ -12, RPL19A-GFP yeast 103, AHR activator 1, CIT2 TOR yeast 97, MEP2-GFP yeast 104, proCasp7 act -6 and LAP4-GFP MLPCN 97.
`O=C1c2cccc3c([N+](=O)[O-])c(O)cc(c23)C(=O)N1Nc1ccccc1` gave AGP1-GFP MLPCN 98, procasp3 activ -6, RPL19A-GFP yeast 99, AHR activator 0, CIT2 TOR yeast 109, MEP2-GFP yeast 122, proCasp7 act -1 and LAP4-GFP MLPCN 116.
CC(=O)c1c(C)oc2ccc(NS(=O)(=O)c3ccc(O)c(C(=O)O)c3)cc12 was read as AGP1-GFP MLPCN 96, procasp3 activ 8, RPL19A-GFP yeast 94, AHR activator 2, CIT2 TOR yeast 97, MEP2-GFP yeast 103, proCasp7 act 8 and LAP4-GFP MLPCN 99.
Cc1ccc(N2C(=O)N(CC(=O)Nc3ccc(C)cc3[N+](=O)[O-])C(=O)C2C)cc1 (configuration not stated) was read as AGP1-GFP MLPCN 97, procasp3 activ 0, RPL19A-GFP yeast 94, AHR activator 9, CIT2 TOR yeast 98, MEP2-GFP yeast 98, proCasp7 act 3 and LAP4-GFP MLPCN 113.
O=c1c2[nH]c3ccc(F)cc3c2ncn1CCCN1CCOCC1 was read as AGP1-GFP MLPCN 98, procasp3 activ -6, RPL19A-GFP yeast 96, AHR activator 14, CIT2 TOR yeast 95, MEP2-GFP yeast 101, proCasp7 act 0 and LAP4-GFP MLPCN 93.
`O=C(CCC(=O)Nc1nnc(C2CCCCC2)s1)NCC1CCCO1` (configuration not stated) gave AGP1-GFP MLPCN 107, procasp3 activ -7, RPL19A-GFP yeast 95, AHR activator 4, CIT2 TOR yeast 77, MEP2-GFP yeast 99, proCasp7 act 6 and LAP4-GFP MLPCN 96.
